M5 PAM = potentiates acetylcholine response at human M5 receptor; activation, % at 3 µM; CHO-K1 hM5, Fluo-8 calcium, ACh EC20 PAM; 0% = ACh EC20, 100% = ACh EC100; P08912; hit rate 0.3% among 360,000;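 active = activation above the run cutoff, the mean activation of all test compounds plus 3 SD, cut at about 18% in these data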
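System: CHO-K1 hM5 cells. Reagent: acetylcholine, EC20 level. Compound dosing: single dose, 3 µM nominal final test concentration. Timing: Post-acetylcholine fluorescence recording 140 s. Detection: Fluo-8 calcium fluorescence. Read-out: % activation, ACh-normalized. Benchmarks: ACh EC20 and EC100 wells. Repeats: singlicate, one well per test compound.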
M4 PAM = positive allosteric modulators of human muscarinic M4 receptor. CHO-K1 hM4/Gqi5, Fluo-8 calcium fluorescence, ACh EC20; 0% = ACh EC20, 100% = maximal ACh. activation, % at 3 µM. hit rate 0.4% among 360,000. AID 624126;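 active = activation above its plate's cutoff, the mean activation of sample wells plus 3 SD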; note: some results filed as inactive read as strong as hits
IDE inh = cellular human IDE inhibition; hit rate 0.41% among 320,000; HEK cells, FAbetaB cleavage, fluorescence polarization; AID 434962; P14735; inhibition, % at 5.59 µM;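 active = percent inhibition above the average of all tested compounds plus 3 SD, set per screening campaign, cut at about 16% in these data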;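 note: IDE supplied by intact live HEK cells; FP after avidin binding of uncleaved biotin substrate so inhibition keeps polarization high; 0% = DMSO wells and 100% = 60 µM reference IDE inhibitor Ii1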
Target sequence (P14735 whole entry, looked up): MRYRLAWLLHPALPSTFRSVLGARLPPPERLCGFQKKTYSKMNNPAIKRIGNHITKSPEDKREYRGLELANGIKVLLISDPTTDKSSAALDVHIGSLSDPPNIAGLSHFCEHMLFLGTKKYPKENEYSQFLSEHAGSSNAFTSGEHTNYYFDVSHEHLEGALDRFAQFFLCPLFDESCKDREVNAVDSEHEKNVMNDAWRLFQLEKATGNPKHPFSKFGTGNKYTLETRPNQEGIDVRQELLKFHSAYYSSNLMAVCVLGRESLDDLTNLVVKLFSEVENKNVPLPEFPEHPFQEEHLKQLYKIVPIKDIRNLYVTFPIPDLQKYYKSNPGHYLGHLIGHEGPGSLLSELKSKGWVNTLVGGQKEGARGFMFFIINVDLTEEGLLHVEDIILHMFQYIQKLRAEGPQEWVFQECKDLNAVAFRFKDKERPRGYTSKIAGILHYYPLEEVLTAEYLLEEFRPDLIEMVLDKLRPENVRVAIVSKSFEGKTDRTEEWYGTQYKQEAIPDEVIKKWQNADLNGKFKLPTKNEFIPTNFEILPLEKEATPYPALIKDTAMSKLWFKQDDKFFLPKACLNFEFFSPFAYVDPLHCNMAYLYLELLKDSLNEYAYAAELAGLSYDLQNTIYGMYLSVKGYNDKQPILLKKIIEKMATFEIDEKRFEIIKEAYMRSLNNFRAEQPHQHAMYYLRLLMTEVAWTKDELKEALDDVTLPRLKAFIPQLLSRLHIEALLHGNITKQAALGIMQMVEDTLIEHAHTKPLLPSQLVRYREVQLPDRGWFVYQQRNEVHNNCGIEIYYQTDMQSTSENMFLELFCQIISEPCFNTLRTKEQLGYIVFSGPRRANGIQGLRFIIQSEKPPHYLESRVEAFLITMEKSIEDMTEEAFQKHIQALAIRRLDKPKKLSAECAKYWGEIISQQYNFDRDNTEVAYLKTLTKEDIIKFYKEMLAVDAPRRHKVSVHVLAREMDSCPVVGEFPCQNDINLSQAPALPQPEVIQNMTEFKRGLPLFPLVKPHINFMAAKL
M5 ag = CHRM5 agonism in calcium assay | P08912 | CHO-K1 hM5 cells, Fluo-8 calcium fluorescence; 0% DMSO wells, 100% maximal acetylcholine response | activation, % at 3 µM | hit rate 0.19% among 360,000 | AID 624037;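 active = activation above the run's mean over test compounds plus 3 SD, cut at about 23% in these data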;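 note: signal is peak over basal fluorescence ratio across the kinetic read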
CRFBP-R2 block = blocks CRF-induced signaling of the CRF-BP/CRF-R2 complex | HEK293 CRF-R2/CRF-BP, CRF-induced calcium fluorescence | inhibition, % at 11.8 µM | hit rate 0.59% among 350,000;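 active = inhibition of the ligand-induced calcium signal above about 50% at the single tested concentration, limit read from the data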
CRFR2-BP ag = agonists of human CRF-binding protein/CRF-R2 receptor complex; AID 588473; hit rate 0.46% among 350,000; HEK293 CRF-R2/CRF-BP, calcium dye fluorescence (FLIPR); percent of saturating CRF peptide response; activation, % at 13.2 µM;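 active = activation of at least 50%, plus an integration ratio under a set limit after plate pattern correction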;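 note: plate controls were neutral control wells without compound for no effect and CRF at EC100 for full effect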
M4 antag = blocks acetylcholine activation of human M4 receptor; P08173; CHO-hM4 cells, ACh EC80, Fluo-8 calcium fluorescence; inhibition, % at 3 µM; hit rate 0.73% among 360,000; AID 624125;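 active = inhibition above its plate's cutoff, the mean inhibition of sample wells plus 3 SD, cut at about 27% in these data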;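 note: 0% = acetylcholine EC80 with DMSO and 100% = DMSO without agonist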
CHRM5 antagonist = CHRM5 antagonism in calcium assay; CHO-hM5 cells, Fluo-8 calcium fluorescence, ACh EC80; inhibition, % at 3 µM; hit rate 0.59% among 360,000; AID 624040;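 active = inhibition above a per-plate cutoff, the mean of that plate's test compounds plus 3 SD, cut at about 27% in these data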;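 note: 0% = acetylcholine EC80 with DMSO and 100% = DMSO without agonist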
M4 ag = CHRM4 agonism in calcium assay; activation, % at 3 µM; AID 624127; CHO-K1 hM4/Gqi5, Fluo-8 calcium fluorescence; vehicle 0%, full acetylcholine response 100%; hit rate 0.14% among 360,000; P08173;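 active = activation above the run mean over all test wells plus 3 SD, cut at about 32% in these data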;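 note: peak over basal fluorescence ratio per well then scaled between controls; 0% = DMSO wells and 100% = acetylcholine at EC100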
Numbers without * were called inactive; · = not tested or not shown.

SMILES,M5 ag,IDE inh,M5 PAM,M4 PAM,CRFR2-BP ag,M4 antag,CRFBP-R2 block,CHRM5 antagonist,M4 ag
CCCC(=O)N1CC(=O)Nc2ccc(F)cc2C1c1ccccc1 (stereo unspecified),-3,-1,2,11,2.2,-27,11,-7,1
Cc1ccc(SCCN2CCN(CCc3ccccc3)CCC2=O)cc1,-8,6,-5,1,-0.6,5,5,11,3
Cc1cccc(NC(=O)COC(=O)c2ccc(S(=O)(=O)N3CCCCCC3)cc2)c1,0,·,-2,7,12,-3,6,2,0
O=C(Nc1ccc2[nH]ncc2c1)C1CCC1,-3,1,2,2,-0.5,-6,12,-2,1
CCC1CCCCN1CCCNC(=O)c1ccc(CS(=O)(=O)c2ccc(Br)cc2)o1 (stereo unspecified),-6,0,-8,-11,-0.8,13,-2,6,11
CC(=O)c1ccc(OCC(O)CN(C)CCOc2ccc(Br)cc2)cc1 (stereo unspecified),-1,-9,-5,-11,0.5,-4,-13,5,17
CN(C)c1ccnc(-n2cccc2/C=N/OCc2ccc(F)cc2Cl)c1C#N,-8,2,-7,3,-0.3,-2,-27,-6,1
COCCCN1C(=O)C(=O)/C(=C(/O)c2ccc(C)cc2)C1c1ccccc1 (stereo unspecified),-1,-2,5,6,6.8,-13,16,-9,1
CC(C)(C)c1ccc(-c2n[nH]c(=S)n2CCCN2CCOCC2)cc1,-2,3,-1,-5,-1.5,11,1,5,2
CSCc1ccc(C(=O)NCCSc2ccc(Br)cc2)cc1,-3,-1,4,-2,-1.5,1,2,-1,2
Cc1ccc(F)cc1C(=O)N1CCOCC1c1cc(C(=O)Nc2ccccc2)no1 (stereo unspecified),9,·,-8,-4,·,-15,·,10,9
O=C(/C=C/c1ccccc1)NNC(=O)c1cccs1,0,-5,-12,-14,-3.4,-1,4,4,14
CCN(CC)C(=O)C1CCCN(Cc2nc(-c3cnccn3)no2)C1 (stereo unspecified),2,-3,2,-2,-0.9,6,-12,8,1
N/C(=N\OC(=O)c1ccc(Cl)cc1Cl)c1ccc(Cl)cc1,4,3,-2,3,1.8,11,-15,2,1
CCCCc1c(C)nn(-c2nnc3c4ccccc4n(CC)c3n2)c1C,-12,-2,-9,1,1.4,-3,2,-1,0
CCOc1cc(C=C(C(=O)OC)C(=O)OC)ccc1OCc1ccc([N+](=O)[O-])cc1,6,0,9,-4,3.9,10,-16,3,2
CC(C)(C)C1CCC(OC(=O)CN2CCCCC2)CC1 (stereo unspecified),-1,5,2,-17,-3.4,6,0,8,0
COC(=O)c1ccc(COC(=O)CNC(=O)c2cccs2)cc1,4,-3,12,10,-2.5,-27,-12,-21,4
CCOC(=O)c1ccc(NC(=S)N2CCN(CCO)CC2)cc1,-1,2,-5,-9,-0.3,11,1,8,6
O=C(CC(c1ccccc1)C1CCCCC1=O)c1ccccc1 (stereo unspecified),-8,·,-2,-3,2.0,-8,6,15,2
Cc1ccc(C)c(NC(=O)COC(=O)c2ccc3ccccc3n2)c1,0,-2,14,8,0.2,-4,7,-8,1
O=C(COc1ccc2ccc(=O)oc2c1)NC1CCCC1,-3,8,-5,4,0.7,-1,8,16,0
COc1cc(OC)cc(C(=O)NC(C(=O)NNC(=O)CN(C)S(=O)(=O)c2ccc(C)cc2)C(C)C)c1 (stereo unspecified),1,·,-2,8,0.0,-7,18,-2,1
O=C(Cc1cc(C(F)(F)F)cc(C(F)(F)F)c1)Nc1c(-c2ccccc2)[nH][nH]c1=O,-1,·,8,0,·,-3,·,-3,1
Cc1sc2ncn3ncnc3c2c1C,-4,6,5,4,-0.8,2,2,6,0
COc1ccc(/C=C/C(=O)c2cc(Br)ccc2OC(=O)c2ccco2)cc1OC,-2,5,0,-1,0.2,-4,-8,2,1
COc1ccc(C(=O)/C=C/C(=O)N(CC(=O)NC2CCCCC2)Cc2cccs2)c(O)c1,11,2,-4,-18,2.2,34*,-10,19,16
O=C(O)c1ccc(-c2nnn(Cc3cccc(C(F)(F)F)c3)n2)cc1,0,0,9,-2,-1.5,7,11,-10,0
CC1CCCC/C1=N\NC(=S)NCCc1ccccc1 (stereo unspecified),-11,0,0,-4,2.7,6,25,2,-1
COc1ccc(OCC(=O)Nc2ccc3oc(=O)ccc3c2)cc1,-4,1,-7,6,-2.4,-3,7,5,3
COC(=O)c1c(NC(=O)COC(=O)CNC(=O)c2ccco2)sc(C)c1C,-4,0,-1,4,-2.5,0,0,1,1
COc1ccc(O)c(CN2CC3CCC(CC3)C2)c1,-11,·,-10,-1,-3.1,-11,12,0,0
Nc1nc(-c2cccc(NS(=O)(=O)c3ccccc3)c2)cs1,4,0,-5,-1,0.0,12,-5,9,7
CCOCC(=O)Nc1nnc(Cc2ccc(OC)cc2)s1,3,4,-12,-11,-2.5,12,8,11,16
COc1ccccc1NC(=O)CSc1nnnn1C1CCCC1,-3,·,0,-2,0.8,15,-1,7,0
C=CCc1cc(C(=O)N2CCCCC2)ccc1O,0,7,0,-3,1.0,8,3,1,1
CC(C)(C)NC(=O)C(c1ccncc1)N(C(=O)c1csnn1)c1cccc2ccccc12 (stereo unspecified),-2,2,1,3,3.3,-5,5,5,2
CC(=O)c1sc2nc(-c3ccco3)ccc2c1N,-2,15,-7,2,2.6,9,18,8,0
C/C(=N/NC(=O)CNC(=O)C1COc2ccccc2O1)c1cccc(O)c1 (stereo unspecified),2,6,0,-2,-0.9,3,-3,3,1
CSc1nc2ccccc2c(=O)n1Cc1ccc(F)cc1,-10,-2,5,-2,-0.2,-3,3,4,-2
O=C(NC1CCCC1)C1CCC(=O)N1CCc1ccccc1 (stereo unspecified),0,3,-2,-1,-0.9,7,3,4,0
O=c1c2cc3c(=O)n(CC4CCCO4)c(=O)c3cc2c(=O)n1CC1CCCO1 (stereo unspecified),0,0,-1,2,0.3,15,-38,4,1
COc1ccc(OC2C(=O)N(Cc3ccc4c(c3)OCO4)C2c2sccc2C)cc1 (stereo unspecified),-1,4,-16,-27,-0.1,10,21,22,10
O=C(CN1C(=O)C2CCCCC2C1=O)N1CCN(c2ncccn2)CC1 (stereo unspecified),-1,-5,3,7,-0.6,-8,-1,-1,0
CCN(CC)C(=O)CSc1nnc(NC(=O)CCc2ccccc2)s1,-1,-3,-4,1,5.1,-11,-15,3,1
COc1cc2c(cc1OC)C1=CC(=O)C(=O)N1C(C)(C)C2,-3,9,-3,8,-0.2,-4,2,3,3
Cc1ncc(C[n+]2csc(CCOC(=O)CC34CC5CC(CC(C5)C3)C4)c2C)c(N)n1,-7,11,-4,4,-0.1,2,3,7,1
Cc1nc2cc(NC(=O)NCCC3=CCCCC3)ccc2o1,1,10,1,5,-1.0,10,4,4,1
CCNC(=O)C1(C)CCCN(C(=O)Cc2ccc(OC)c(OC)c2)C1 (stereo unspecified),0,·,-4,10,·,-6,·,1,0
COCCNC(=O)C(c1ccc(C)cc1)N(C(=O)C(=O)NC1CCCC1)c1ccc2c(c1)OCCO2 (stereo unspecified),3,4,-5,-6,2.3,12,-18,10,1

As entered above.
`CCCCc1c(C)nn(-c2nnc3c4ccccc4n(CC)c3n2)c1C` – IDE inh = -2
`CC(=O)c1ccc(OCC(O)CN(C)CCOc2ccc(Br)cc2)cc1` (stereo unspecified) – M5 ag = -1

Carrying on.
SMILES,M5 ag,IDE inh,M5 PAM,M4 PAM,CRFR2-BP ag,M4 antag,CRFBP-R2 block,CHRM5 antagonist,M4 ag
COc1ccccc1OCc1ccc(C(=O)N2CCCCC2)o1,1,2,22*,34*,-0.4,25,-2,22,16
Cn1c(CN2CCOCC2)nnc1SCC(=O)Nc1nccs1,0,9,-4,11,2.5,-1,-1,6,1
CC1CN(C(=O)c2ccc3c(c2)OCO3)OC(c2ccccc2)O1 (stereo unspecified),0,0,0,1,0.6,-7,14,-5,1
O=C1c2cccnc2C(O)N1C1CCCCC1 (stereo unspecified),-5,2,-2,5,-1.8,4,9,8,0
CN(C)CCNC(=O)c1coc(=O)c(Br)c1,-1,3,-1,2,2.8,1,3,3,0
COc1cccc(OCc2cc(C(=O)N3CCC(c4ccncc4)CC3)no2)c1,5,-2,-14,-6,0.9,-8,-13,7,13
CCN(CC)CCN(C(=O)c1cc2ccccc2cc1OC)c1nc2ccc(OC)cc2s1,-7,-2,-5,-8,-0.8,-12,2,11,3
CN1C(=S)N(c2cccnc2)C(=O)/C1=C\c1ccc(N(C)C)cc1,60*,·,-21,-7,37,11,-32,31*,14
CC(C)=CCc1c(O)cc2oc3c(CC=C(C)C)c(O)c(O)c(CC=C(C)C)c3c(=O)c2c1O,6,3,-14,-7,11,2,-32,14,11
Cc1ccc(-n2nc3ccc(N)cc3n2)c(C)c1,0,-1,-4,4,0.4,5,-1,5,0
Cc1ccc(C)n1C(CC(=O)O)c1ccc(C#N)cc1 (stereo unspecified),1,4,-9,-5,4.0,6,-18,19,9
CC[C@]12c3[nH]c4cc(-c5ccco5)ccc4c3CCN1C(=O)[C@@H](CC(=O)NCc1ccc(OC)c(OC)c1)C[C@@H]2C(=O)N1CCN(C(=O)c2ccco2)CC1,-2,·,0,0,1.1,-15,1,-3,1
Cc1cc(C)n(-c2ccc(C(=O)N3CCN(S(=O)(=O)c4cccc(Br)c4)CC3)cc2)n1,2,·,-15,-7,-0.4,13,8,9,16
CNc1nc(N)c([N+](=O)[O-])c(Nc2ccccc2OC)n1,10,2,1,6,-2.8,-14,-70,-5,2
Cc1sc(NC(=O)Cc2ccc3c(c2)OCO3)nc1-c1ccc2c(c1)CCN2C(=O)c1cccc(F)c1,0,1,0,-3,-1.9,5,-21,13,1
Cc1ccc(S(=O)(=O)N2CCCC(CCC(=O)NCc3ccccc3F)C2)s1 (stereo unspecified),-2,5,1,0,-3.1,0,5,4,5
O=C(c1cccc(S(=O)(=O)NCc2ccccc2)c1)N1CCN(c2ccc(F)cc2)CC1,0,3,-13,-5,1.0,-2,7,11,11
Cc1ccc(C(=O)Nc2cccc(NC(=O)c3cccnc3)c2)cc1,-3,9,-4,1,1.4,-11,-4,11,2
Cn1c(=O)c(=O)n(C)c2cc(S(=O)(=O)Nc3ccc(OC(F)(F)F)cc3)ccc21,2,1,2,9,-0.1,-14,-12,-1,1
CCN(Cc1ccccc1)C(=O)c1cc2c(=O)oc3ccc(C)cc3c2s1,3,1,-3,-1,0.3,4,21,0,0
COc1ccc(S(=O)(=O)N2CCC(C(=O)NN3CCCCC3)CC2)cc1OC,3,2,6,-1,0.3,1,1,-4,0
Cc1cccc(OCC(=O)N(Cc2ccco2)C2CCS(=O)(=O)C2)c1C (stereo unspecified),-2,7,-8,1,-0.4,-19,16,3,1
CCCCNc1c([N+](=O)[O-])c(=O)n(C)c2ccccc12,-5,2,-7,-2,-2.8,3,19,-10,0
CCOC(=O)c1ccc(S(=O)(=O)NC2CC2)cc1,-1,2,4,-5,-0.3,-2,-4,1,0
